Assay outcomes from PubChem.
IDH1 R132H inh: blocks human mutant IDH1 R132H enzyme | IDH1-R132H enzyme, NADPH consumption, diaphorase/resazurin fluorescence | Potency, µM (series often up to 76.6 µM), inactives show at the highest dose activity change, negative = inhibition, hits mostly inhibitors | actives 0.093% (n = 390,000); also: % is scaled to controls: 0 for no effect and ±100 for the full control effect; nearly all actives have a fitted effect of over 65% in size
Target sequence (O75874 whole entry R132H, stated change not applied): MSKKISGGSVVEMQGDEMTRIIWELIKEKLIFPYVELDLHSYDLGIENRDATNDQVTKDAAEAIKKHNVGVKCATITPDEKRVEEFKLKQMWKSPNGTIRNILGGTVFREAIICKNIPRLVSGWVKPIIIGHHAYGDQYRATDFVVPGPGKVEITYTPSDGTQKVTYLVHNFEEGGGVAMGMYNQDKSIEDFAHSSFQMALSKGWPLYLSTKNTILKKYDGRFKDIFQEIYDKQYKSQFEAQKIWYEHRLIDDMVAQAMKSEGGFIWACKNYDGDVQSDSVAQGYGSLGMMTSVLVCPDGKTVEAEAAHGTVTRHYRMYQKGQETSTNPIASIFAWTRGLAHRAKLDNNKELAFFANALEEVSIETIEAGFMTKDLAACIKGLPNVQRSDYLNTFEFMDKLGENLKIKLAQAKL
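IDH1-R132H (0.5 ug/mL) preincubated 30 min with compound, then NADPH (0.016 mM) and alpha-KG (2 mM) added; 80 min at RT, pH 7.5. Remaining NADPH coupled via diaphorase/resazurin to fluorescence (540/590 nm); concentration-response curves normalized to no-enzyme control.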
Vif-A3G inh: Vif-A3G binding inhibition; Potency, µM (highest dose often 46.1 µM), without a hit: top-dose activity, negative = active, usual class: inhibitors; actives 0.076% (n = 410,000); Q9HC16; HeLa A3G-eYFP + Vif (tagged APOBEC3G with the HIV-1 protein that degrades it), YFP fluorescence, overnight; AID 602310;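 also: % is scaled to controls: 0 for no effect and ±100 for the full control effect; nearly all actives have a fitted effect of over 60% in size; hits raise eYFP signal because A3G escapes Vif-driven loss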
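HeLa cells stably expressing Vif and C-terminally eYFP-tagged A3G, seeded overnight at 37 deg C, then exposed to compound by pintool overnight at 37 deg C. Rise in yellow fluorescence (Ex 488/Em 500-530, Acumen) marks blocked Vif-driven A3G degradation.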
Vif-A3F inh: Vif-A3F binding inhibition; HeLa A3F-eYFP + Vif (tagged APOBEC3F with the HIV-1 protein that degrades it), YFP fluorescence increase; Potency, µM (titrated, usually from 46.1 µM), without a hit: at the highest dose activity, negative = active; actives 0.2% (n = 390,000); also: % of control where 0% means no effect; nearly all actives have a fitted effect of over 65% in size
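Fluorescence increase (Ex 488/Em 500-530) after overnight compound treatment at 37 deg C flags inhibition of Vif-driven A3F-eYFP loss in stable HeLa A3F-eYFP/Vif cells seeded overnight beforehand.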
RXFP1 ag: RXFP1 (human) receptor agonism. Q9HBX9. HEK293T-RXFP1 cAMP TR-FRET, 30 min; response scale: percent of porcine relaxin response, buffer zero. Potency, µM (highest dose often 57.5 µM), for inactives: top-dose activation, actives largely listed as activators. actives 0.3% (n = 370,000); also: % is scaled to controls: 0 for no effect and ±100 for the full control effect; nearly all actives have a fitted effect of over 60% in size; many of its hits are not listed in these tables
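HEK293T cells stably expressing RXFP1 were pretreated with the PDE4 inhibitor Ro 20174, exposed to compounds for 30 min at 37C, lysed, and cAMP was read by TR-FRET. Data normalized to buffer (basal) and 29 nM porcine relaxin (100%).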
TrxR1 inh: inhibitors of rat thioredoxin reductase 1; Potency, µM (titrated, usually from 114 µM), for inactives: top-dose activity change, negative = inhibition, most hits filed as inhibitors; actives 1% (n = 390,000); AID 588453; recombinant rTrxR1, NADPH fluorescence consumption, selenite substrate; also: % is scaled to controls: 0 for no effect and ±100 for the full control effect; nearly all actives have a fitted effect of over 65% in size
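Rat TrxR1 (90 nM in the dispensed reagent) was pre-reduced with 400 uM NADPH for 5 min at room temperature, then incubated with compound for 15 min. After 400 uM selenite was added, NADPH fluorescence (Ex 340/Em 450 nm) was followed for 8 min.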
ALOX12 inh: blocks human arachidonate 12S-lipoxygenase; P18054; purified 12hLO, xylenol orange hydroperoxide absorbance; actives 1.1% (n = 580,000); Potency, µM (series often up to 108 µM), for the others: at the top dose activity change, negative = inhibition, actives largely listed as inhibitors; AID 1671190; also: % is scaled to controls: 0 for no effect and ±100 for the full control effect
Target sequence (P18054 whole entry, looked up): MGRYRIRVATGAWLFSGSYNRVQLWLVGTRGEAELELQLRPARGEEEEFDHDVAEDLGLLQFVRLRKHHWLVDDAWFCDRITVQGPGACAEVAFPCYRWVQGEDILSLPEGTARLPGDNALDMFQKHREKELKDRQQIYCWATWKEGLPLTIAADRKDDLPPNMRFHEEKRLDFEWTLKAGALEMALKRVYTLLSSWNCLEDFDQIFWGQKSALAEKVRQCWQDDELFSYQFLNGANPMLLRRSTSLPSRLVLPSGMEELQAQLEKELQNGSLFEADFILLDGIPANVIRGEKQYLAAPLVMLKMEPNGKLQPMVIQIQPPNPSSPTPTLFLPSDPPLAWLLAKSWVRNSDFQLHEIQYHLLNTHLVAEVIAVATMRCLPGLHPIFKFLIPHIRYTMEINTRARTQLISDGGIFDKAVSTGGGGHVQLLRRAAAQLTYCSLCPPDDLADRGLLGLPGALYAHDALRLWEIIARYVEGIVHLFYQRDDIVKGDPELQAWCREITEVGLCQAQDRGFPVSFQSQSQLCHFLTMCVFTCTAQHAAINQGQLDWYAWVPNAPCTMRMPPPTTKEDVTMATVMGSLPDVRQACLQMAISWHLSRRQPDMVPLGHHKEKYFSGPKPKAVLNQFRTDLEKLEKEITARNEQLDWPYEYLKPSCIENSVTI
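Hydroperoxide product was detected by ferrous iron/xylenol orange as the 573 to 405 nm absorbance ratio. Arachidonic acid at 40 uM (final) was turned over for 30 min at room temperature by 150 nM human 12hLO, pH 7.0 Hepes buffer, after 15 min compound preincubation.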
TrxR1 substrate: substrates of rat thioredoxin reductase 1. purified TrxR1 substrate turnover, NADPH consumption readout. Potency, µM (doses to about 114 µM), for the others: at the top dose activity change, negative = substrate turnover. actives 0.01% (n = 390,000). O89049. AID 588456; also: % is scaled to controls: 0 for no effect and ±100 for the full control effect; nearly all actives have a fitted effect of over 50% in size
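Rat TrxR1, dispensed at 90 nM, was prereduced with 400 uM NADPH (final) for 5 min at ~22 deg C, then incubated with compound 15 min before 400 uM selenite. A first-read NADPH fluorescence drop versus no-compound background flagged substrates.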
RGS4 inhibitor: blocks human RGS4-accelerated GTP hydrolysis; Potency, µM (series often up to 114 µM), inactives show top-dose activity change, negative = inhibition, most hits filed as inhibitors; actives 0.039% (n = 390,000); P49798; Transcreener GDP fluorescence polarization, RGS4-accelerated GTP hydrolysis; also: % is scaled to controls: 0 for no effect and ±100 for the full control effect; nearly all actives have a fitted effect of over 75% in size; some results filed as inactive show a strong effect at the top dose
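MLSMR compounds (23 nl, pin-transferred) preincubated 10 min at room temperature with a 500nM (2x) first reagent, then RGS4 at 900nM (2x) plus Transcreener GDP mix added; fluorescence polarization (620/688 nm) read before and after 90 min at 30 °C.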
USP1 inh: blocks the human USP1/UAF1 deubiquitinase complex; O94782; recombinant USP1/UAF1, Ub-Rhodamine cleavage fluorescence; Potency, µM (titrated, usually from 57.1 µM), inactives show at the top dose activity change, negative = inhibition, hits mostly inhibitors; actives 0.23% (n = 390,000); also: % is scaled to controls: 0 for no effect and ±100 for the full control effect; nearly all actives have a fitted effect of over 60% in size; inactives centre near -12
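Step one: compound is pinned into 1nM USP1/UAF1 in HEPES pH 7.8 buffer with TCEP. Step two: 15 min room-temperature incubation. Step three: Ub-Rho (150nM final) starts cleavage, tracked by fluorescence over six one-minute reads.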
* hit, by the source's call; ? = inconclusive; · = no result given; & = joins results of further samples; [ ] = another dose, or the depositor's remark. Calls follow the shape of the dose curve; as a rule, active = well fitted curve in the direction sought with a large enough effect; inconclusive = small, poorly fitted or top-dose-only effect, or another doubt; inactive = no such curve, though single readings can be large; an effect the other way counts as inactive or inconclusive. Potency is read from the fitted curve at half-maximal effect. This is a subset; rates above refer to the full screens.

SMILES | IDH1 R132H inh | Vif-A3G inh | Vif-A3F inh | RXFP1 ag | TrxR1 inh | ALOX12 inh | TrxR1 substrate | RGS4 inhibitor | USP1 inh
Cc1cc2nnc(SC(C)C#N)n2c2ccccc12 (configuration not stated) | -2.8% | 0.0% | -0.3% | -1.0% | -9.1% | ? | -4.9% | -52.7%[56.9 µM] | -4.1%
Cc1cccc(OCC(=O)NCCNC(=O)c2cccnc2)c1 | 6.7% | -0.8% | 5.0% | 10.6% | 20.8% | 5.0% | 8.2% | -2.5% | -9.5%
CNc1cc(C)nc(N2CCOCC2)n1 | -6.2% | 0.2% | 0.9% | 0.6% | 18.6% | 6.7% | 5.3% | -11.2% | -18.9%
O=C(NCC(O)c1ccccc1)Nc1cccs1 (configuration not stated) | -5.6% | -4.2% | 0.2% | -1.3% | 14.2% | 2.6% | -4.7% | -10.1% | -5.7%
COc1ccc(CCNC(=O)c2cc(-c3ccco3)on2)cc1OC | 4.4% | 0.6% | ? | -1.8% | -5.0% | 6.2% | -0.3% | 6.6% | -4.2%
COc1ccc(NC(=S)N2CCN(c3ccccn3)CC2)cc1 | 18.0% | 1.5% | 0.0% | 0.0% | 10.5% | -6.2% | 5.1% | 8.4%[11.4 µM] | -28.2%
Cc1ccn(CC(=O)NC2CC(C)(C)Cc3c2cnn3-c2ccc(F)cc2)n1 (configuration not stated) | 5.3% | 0.7% | -5.5% | -0.6% | 1.6% | -7.6% | 0.6% | 3.6% | -21.0%
CCCCCCCCN1[C@@H](CC(=O)OC)c2cc(C(F)(F)F)ccc2S1(=O)=O | 2.1% | 0.8%&0.6% | -0.6% | · | 9.9%&34.9% | 19.0% | -14.2%&-2.0% | 19.9% | -1.6%
O=C(N[C@H]1CCC(=O)N([C@H](CSc2ccc(Br)cc2)Cc2ccccc2)CC1)OCc1ccccc1 | 2.7% | -1.4%&-0.4% | 1.2% | · | 12.9%&21.9% | -17.9% | -3.3%&-5.0% | -16.1% | 9.3%
COc1cc(-c2nc(CN3CCN(C(=O)c4ccco4)CC3)c(C)o2)ccc1F | -15.7% | 1.7% | 1.5% | 0.5% | -2.1% | ? | 6.5% | 0.9% | -20.0%
COCCNC(=S)N/N=C(\C)c1ccc(C)c([N+](=O)[O-])c1 | 10.5% | 1.7% | 1.4% | -1.2% | ? | ? | -12.4% | -10.6% | 0.4%
O=C(NC1CCCCC1)NC1(C(=O)N2CCN3CCCC3C2)CCCCC1 (configuration not stated) | 0.3% | 0.3% | -5.9% | 1.0% | -16.8% | 0.0% | -8.5% | 5.7% | -12.1%
CC(C)(C)NC(=O)c1cccc(NC(=O)Cc2ccc(Br)cc2)c1 | 1.5% | -1.3% | 3.2% | 1.2% | -5.5% | -26.0% | -11.7% | 16.2% | -17.8%
CCc1ccc(CN(Cc2ccco2)C(=O)c2ccccc2Cl)cc1 | 1.0% | -1.6% | 2.3% | 0.2% | -12.4% | -19.7% | -14.9% | -1.3% | -14.6%
CC(=O)Nc1ccc(NC(=O)c2cc[n+]([O-])cc2)cc1 | -2.2% | -1.8% | -2.1% | -1.4% | 23.6% | ? | 1.8% | 17.3% | -10.3%
CCCN1C2CCCC1CC(NC(=O)c1cccc(OC)c1)C2 (configuration not stated) | 0.0% | 0.8% | -2.2% | 0.0% | 4.8%[57.1 µM] | 17.5% | 7.2%[57.1 µM] | 10.5% | -12.5%
Cc1ccc(-n2cnnn2)c(S(=O)(=O)N2CCOCC2)c1 | 0.8% | -0.1% | -14.9% | -0.3% | 31.7% | -19.1% | 10.5% | 22.2% | 3.6%
O=Cc1ccc2[nH]ccc2c1 | · | 1.6% | · | · | 19.6% | ? | 2.5% | · | ·
COc1cccc(CNS(=O)(=O)c2cc(-c3cc(C)no3)ccc2C(C)C)c1 | -7.5% | -17.6% | 4.3% | 0.3% | 11.4% | -2.0% | -8.0% | -4.8% | -27.7%
Cc1ccc(NC(=O)C(=O)NCC(c2cccnc2)N2CCc3ccccc32)cc1Cl (configuration not stated) | -11.7% | 3.0% | -0.3% | -1.3% | 7.8% | 5.5% | -1.5% | 24.6% | -17.3%
COc1ccc(CC(O)CC2c3c(cc4c(c3OC)OCO4)CCN2C)cc1 (configuration not stated) | 15.9% | -6.8% | -2.9% | 1.9% | 15.6% | 0.0% | 5.9% | -20.5% | -14.9%
Cc1ccc(C)c(OCC(=O)NNC(=O)C2CCC2)c1 | 3.4% | 4.6% | 2.1% | 3.0% | 10.8% | 15.3% | 2.1% | 10.9% | -17.6%
CC[C@@H](C)[C@H](NC(=O)Cc1c(C)c2cc3c(C)coc3c(C)c2oc1=O)C(=O)O | 2.0% | -0.3% | -3.1% | 1.3% | 4.8% | -17.0% | 21.0% | 4.8% | -20.4%
COc1cccc(-c2cccc(NC(=O)C3CCN(Cc4nccs4)CC3)c2)c1 | 2.0% | 0.0% | -8.9% | 6.9% | -10.3% | 6.7% | 3.0% | -6.5% | -6.7%
CC1CCc2c(sc(NC(=O)c3cc(-c4ccc(F)cc4)on3)c2C(N)=O)C1 (configuration not stated) | -23.2% | -1.4% | -13.4% | 3.7% | 27.1% | -27.9% | 3.8% | -0.3% | -20.5%
Cc1ccc(/C=N/Nc2ccc(F)cc2)s1 | -4.1% | -7.0% | 13.1% | 5.1% | 1.6% | ? | -0.8% | -16.4% | -10.0%
CC1CC(C)CN(c2ncc3c(n2)CC(c2ccccc2)CC3=O)C1 (configuration not stated) | 0.0% | -5.1% | 1.7% | 0.3% | 2.1% | 138.9%[activator] | -5.6% | -22.0% | -20.3%
COc1ccc(CNC(=O)c2nc(Cn3nc(C)c(Br)c3C)no2)cc1OC | 0.8% | -2.1% | 4.2% | 1.2% | 8.7% | -7.8% | 13.3%[11.4 µM] | -10.9% | -12.4%
O=C(OCc1ccc(Br)cc1)c1cccc(S(=O)(=O)N2CCCC2)c1 | -2.1% | -4.7% | -3.8% | 0.0% | 4.1% | -17.0% | -8.1% | 0.1% | -13.5%
CCOC(=O)CC1(c2ccc(OC)c(OC)c2)C(=O)c2ccccc2C1=O | -4.2% | -9.8% | -1.8% | 3.1% | 8.6%[57.1 µM] | 0.0% | 0.4%[57.1 µM] | -4.2% | ?
C/C(=N/N1CCN(c2ccccn2)CC1)c1cccc([N+](=O)[O-])c1 | 4.1% | 0.9% | 3.0% | -1.0% | -8.9%[57.1 µM] | -1.6% | -4.8%[57.1 µM] | -41.3% | -8.0%
O=C(OCC(=O)N1CCCC1)c1cc2c(cc1[N+](=O)[O-])OCCO2 | 5.4% | -1.1% | -0.9% | 0.7% | 6.4% | 24.1% | -7.8% | 5.6% | -14.1%
Cn1c(=S)c2[nH]c(SCC3CCCO3)nc2n(C)c1=O (configuration not stated) | 0.7% | -10.7% | -1.6% | · | ? | -18.0% | -16.1% | -27.2% | -2.2%
O=C(NC1CCCCC1)N1CCN(CCc2ccccc2)CC1 | -6.2% | 2.6% | -0.4% | -0.2% | -0.2% | -12.6% | 6.2% | 18.1% | -5.9%
Cc1cccc(NC(=O)CSCC(=O)NNC(=O)c2ccoc2C)c1 | 5.6% | 0.2% | -24.2% | -1.5% | 2.9% | 17.1% | -1.1% | -6.2% | 5.1%
O=C(O)c1ccc(N2C(=O)CC(SC(=Nc3ccccc3)Nc3ccccc3)C2=O)cc1 (configuration not stated) | -3.2% | 0.3% | 4.0% | 1.0% | -7.3% | 12.4% | -6.7% | 1.9% | -0.7%
COc1cc(/C=C2\SC(N3CCC(C)CC3)=NC2=O)ccc1O | 25.3% | ? | -22.1% | 1.2% | -15.0%[57.1 µM] | ? | -14.1% | -24.0% | -2.8%
CSc1nnc(C)c(/C=C/Nc2ccc(C)cc2)n1 | 4.6% | ? | ? | 2.3% | 25.9%[57.1 µM] | 0.0% | 15.6%[57.1 µM] | -41.7% | -18.9%
COc1cc(NC(=O)CSc2ncnc3c2cnn3Cc2ccccc2)cc(OC)c1 | 5.5% | 1.9% | -3.7% | 2.5% | 6.0% | 5.6% | -3.2% | -25.3% | -13.0%
Cc1[nH]n(-c2ccccc2)c(=O)c1C=NCc1ccncc1 | 5.3% | 0.3% | 6.9% | 0.3% | 15.3% | 5.5% | 0.7% | 2.7% | -22.5%
Cc1cc(C)cc(NC(=O)COC(=O)Cc2ccccc2F)c1 | -11.5% | 3.4% | 3.7% | 1.1% | 9.2% | 336.3%[activator] | -7.8% | 2.7% | -11.2%
CN(C)Cc1cc(OCc2ccccc2)cc(CN(C)C)c1O | 0.0% | -0.3% | 0.3% | · | · | ? | · | · | -27.6%
COc1ccc(S(=O)(=O)Nc2ccc3c(c2)CCC3)cc1 | 1.9% | -6.5% | 3.7% | -3.4% | 10.0%[57.1 µM] | ? | 5.5%[57.1 µM] | ? | -3.9%
CCn1cc(CNC(=O)NC2CCCCC2)c(C)n1 | -1.4% | -0.3% | 2.7% | -1.4% | 9.5%[57.1 µM] | 2.3% | 7.5%[57.1 µM] | 0.8% | -17.6%
COc1cccc(C(C)NC(=O)Nc2cc(Cl)ccc2OC)c1 (configuration not stated) | 9.4% | 0.0% | 0.6% | -0.5% | 19.8%[57.1 µM] | 11.7% | 3.1%[57.1 µM] | -4.9% | -11.7%
